High-throughput results from PubChem.
VCAM1 TNFa inh – reduces TNF alpha induced VCAM1 expression in HUVEC; HUVEC TNFa-induced VCAM-1 immunofluorescence, high-content imaging; inhibition, % at 2 µM; hit rate 0.48% among 95,000; AID 802;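 active means inhibition above the batch mean plus 3 SD, with images confirmed as a hit by eye, cut at about 37% in these data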;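 further: 0% = TNF-stimulated DMSO wells and 100% = unstimulated control wells; not every result past the cut was called active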
TNFa cytotox – toxic to HUVEC cells under TNF alpha stimulation; HUVEC TNFalpha-stimulated, Hoechst cell count, imaging; cell count reduction, % at 2 µM; hit rate 0.17% among 93,000;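 active means cell count reduction exceeding the screen mean by over 5 SD, scaled to untreated wells per plate, cut at about 78% in these data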;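 further: cells counted after 24 h of TNF alpha exposure following the 1 h pretreatment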
cytoskel mod – modifiers of cytoskeleton assembly. HUVEC TNFa F-actin phalloidin imaging, high content. hit rate 0.18% among 91,000. inhibition, % at 2 µM;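 active means inhibition above the batch mean plus 3 SD and confirmed as a hit by visual image inspection, cut at about 30% in these data, passing the limit was not always enough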; further: strong numbers were not always called active
H69AR inhibit – blocks growth of human H69AR lung tumor cells | H69AR lung tumor viability, ATP luminescence, 72 h; active compounds read low | viability, % at 10 µM | hit rate 6% among 85,000 | AID 598;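 active means viability at or below 40%; inactive means viability above 40%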;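 further: multidrug resistant small cell line overexpressing MRP-1 efflux transporter; 100% = mean luminescence of untreated control wells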
HUVEC prolif 384 – blocks proliferation of human endothelial cells; HUVEC proliferation, CellTiter-Glo luminescence, 72 h; active compounds read low; AID 648; viability, % at 10 µM (by protocol); hit rate 1.1% among 86,000;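 active means viability at or below 30%; inactive means viability above 30%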;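 further: 100% = median luminescence of DMSO-only cell control wells on each plate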
Smad3 FoxH1 inh – inhibitors of human Smad3 transcription factor binding; P84022; TR-FRET Smad3/Dy647-FoxH1 peptide binding, europium anti-His; inhibition, % at 25 µM; hit rate 0.29% among 88,000; AID 630;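 active means compounds that reduce the energy-transfer binding signal between the protein and its labelled peptide by more than half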;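 further: 0% = Smad3 plus labelled peptide maximal FRET and 100% = peptide-only background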
Target sequence (P84022 whole entry, looked up): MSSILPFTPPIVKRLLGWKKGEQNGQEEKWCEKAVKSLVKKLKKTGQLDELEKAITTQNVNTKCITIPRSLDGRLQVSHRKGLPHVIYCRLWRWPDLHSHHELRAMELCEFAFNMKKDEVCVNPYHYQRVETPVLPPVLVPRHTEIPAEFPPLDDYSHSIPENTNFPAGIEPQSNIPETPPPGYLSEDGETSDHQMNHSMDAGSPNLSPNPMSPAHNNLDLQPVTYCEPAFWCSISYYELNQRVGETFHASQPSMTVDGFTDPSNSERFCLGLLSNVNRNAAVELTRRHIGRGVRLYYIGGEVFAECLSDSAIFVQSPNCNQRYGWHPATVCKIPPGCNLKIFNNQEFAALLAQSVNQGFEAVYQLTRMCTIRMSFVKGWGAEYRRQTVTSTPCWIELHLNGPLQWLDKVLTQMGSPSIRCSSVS
PTK2B oligo ant – blocks oligomerization of human Pyk2 in cells; Q14289; Q293 cells, Pyk2 FERM NanoBiT luminescence; active compounds read low; z-score (the deposit names both 25 µM and 10 µM); hit rate 0.83% among 99,000; AID 1347419;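 active means Z-score of -3 or lower, scaled per plate to the spread of control and sample wells; inactive means z-score above -3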;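 further: negative z-score means lost luminescence so less FERM oligomerization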
IL1B cytotox – toxic to HUVEC cells under IL-1B stimulation; HUVEC cell count loss, Hoechst imaging, IL-1B stimulated; cell count reduction, % at 2 µM; hit rate 0.41% among 94,000;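 active means cell count reduction more than 3 SD above the screen-wide mean, cut at about 70% in these data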;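 further: normalized per plate to untreated control cells as the no-loss baseline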
Lung fibro prol – blocks proliferation of human lung fibroblasts; LL 47 human lung fibroblast viability, ATP luminescence; active compounds read low; viability, % at 10 µM; hit rate 1.1% among 85,000;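 active means viability at or below 50% in the single dose screen; inactive means viability above 50%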;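 further: compound exposure lasted 72 h before the ATP readout; 100% = median luminescence of untreated cell-only wells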
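Assay system: human lung fibroblast line LL 47, low passage. Input: 1,150 fibroblasts seeded per well. Times: overnight cell rest, 72 h compound treatment at 37 °C. Evaluation: % viability of median cell-only signal. Technique: luminescent ATP detection, CellTiter-Glo. Control set: cell-only wells, no compound.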
* = called active by the depositor; [ ] = dose if it differs, or a comment.

Results for Cn1ncc(Cl)c1C(=O)Nc1cccnc1 ?
VCAM1 TNFa inh: 10; TNFa cytotox: -25; H69AR inhibit: 95; HUVEC prolif 384: 98; Smad3 FoxH1 inh: -1; PTK2B oligo ant: -0.44; IL1B cytotox: -81; Lung fibro prol: 106

What do the screens show for `Cc1nc2cc(C(F)(F)F)ccc2n1C1CCN(C(=O)N2CCOCC2)CC1`?
VCAM1 TNFa inh: 18; TNFa cytotox: 12; cytoskel mod: -4; H69AR inhibit: 89; HUVEC prolif 384: 84; Smad3 FoxH1 inh: 20[fluorescence artefact?]; PTK2B oligo ant: 3.2; IL1B cytotox: -30; Lung fibro prol: 94

How did Cc1ccc(C(=O)Nc2ccc3cn[nH]c3c2)cc1S(=O)(=O)N1CCCCC1 do in these assays?
VCAM1 TNFa inh: 18; TNFa cytotox: -46; H69AR inhibit: 30*; HUVEC prolif 384: 99; Smad3 FoxH1 inh: -16; PTK2B oligo ant: -1.8; IL1B cytotox: 2; Lung fibro prol: 93

How did Cc1nc2ccc(CCO)cc2s1 do in these assays?
VCAM1 TNFa inh: 2; TNFa cytotox: -2; cytoskel mod: 2; H69AR inhibit: 98; HUVEC prolif 384: 103; Smad3 FoxH1 inh: -1; PTK2B oligo ant: -0.67; IL1B cytotox: -29; Lung fibro prol: 101

How did O=C(NCCN1CCOCC1)[C@H](Cc1ccccc1)N1C(=O)c2ccccc2C1=O do in these assays?
VCAM1 TNFa inh: 6; TNFa cytotox: -20; cytoskel mod: 11; H69AR inhibit: 80; HUVEC prolif 384: 94; Smad3 FoxH1 inh: 3; PTK2B oligo ant: 0.61; IL1B cytotox: 4; Lung fibro prol: 107

What do the screens show for `CCc1ccc2oc(-c3cccc(NC(=O)c4cccnc4)c3)nc2c1`?
VCAM1 TNFa inh: 7; TNFa cytotox: -16; cytoskel mod: -6; H69AR inhibit: 97; HUVEC prolif 384: 50; Smad3 FoxH1 inh: -4; PTK2B oligo ant: -0.85; IL1B cytotox: -5; Lung fibro prol: 118

How did COc1ccc(CCN(C(=O)c2ccccc2)C2=CC3CCC(C2)N3C)cc1OC (stereo not drawn) do in these assays?
VCAM1 TNFa inh: 12; TNFa cytotox: -44; cytoskel mod: 30; H69AR inhibit: 76; HUVEC prolif 384: 88; Smad3 FoxH1 inh: 0; IL1B cytotox: -33; Lung fibro prol: 99

How did CCC1CCCCN1C(=O)c1cc2cc(Br)ccc2oc1=O (stereo not drawn) do in these assays?
VCAM1 TNFa inh: 0; TNFa cytotox: -21; cytoskel mod: 0; H69AR inhibit: 99; HUVEC prolif 384: 96; Smad3 FoxH1 inh: -4; IL1B cytotox: -1; Lung fibro prol: 99

What do the screens show for `CC1=C(C(=O)OCC(C)C)C(c2cccc(F)c2)N2C(=O)C(C)SC2=N1` (stereo not drawn)?
VCAM1 TNFa inh: 1; TNFa cytotox: -16; H69AR inhibit: 92; HUVEC prolif 384: 90; Smad3 FoxH1 inh: 0; PTK2B oligo ant: 0.1; IL1B cytotox: 36; Lung fibro prol: 99

What do the screens show for `CCOC(=O)C1CCCN(c2c(Nc3cccc(C)c3)c(=O)c2=O)C1` (stereo not drawn)?
H69AR inhibit: 84; HUVEC prolif 384: 99; Smad3 FoxH1 inh: 3; Lung fibro prol: 94

What do the screens show for `c1ccc(Sc2ncnc3c2oc2ccccc23)nc1`?
VCAM1 TNFa inh: 9; TNFa cytotox: -8; cytoskel mod: 10; H69AR inhibit: 41; HUVEC prolif 384: 88; Smad3 FoxH1 inh: 6; PTK2B oligo ant: -0.96; IL1B cytotox: -4; Lung fibro prol: 87

How did CCOC(=O)c1sc2nc(NC(=O)C3CCCCC3)sc2c1C do in these assays?
VCAM1 TNFa inh: 11; TNFa cytotox: -20; cytoskel mod: 11; H69AR inhibit: 75; HUVEC prolif 384: 90; Smad3 FoxH1 inh: 6; IL1B cytotox: -48; Lung fibro prol: 85

An excerpt taken from the entries so far:
What do the screens show for `c1ccc(Sc2ncnc3c2oc2ccccc23)nc1`?
VCAM1 TNFa inh: 9; TNFa cytotox: -8; cytoskel mod: 10; H69AR inhibit: 41; HUVEC prolif 384: 88; Smad3 FoxH1 inh: 6; PTK2B oligo ant: -0.96; IL1B cytotox: -4; Lung fibro prol: 87

How did CCOC(=O)c1sc2nc(NC(=O)C3CCCCC3)sc2c1C do in these assays?
VCAM1 TNFa inh: 11; TNFa cytotox: -20; cytoskel mod: 11; H69AR inhibit: 75; HUVEC prolif 384: 90; Smad3 FoxH1 inh: 6; IL1B cytotox: -48; Lung fibro prol: 85

The results go on:
How did CCCc1nnc(SCC(=O)N2CCCCC2C)n1CCCOC (stereo not drawn) do in these assays?
VCAM1 TNFa inh: 7; TNFa cytotox: -35; cytoskel mod: 23; H69AR inhibit: 101; HUVEC prolif 384: 98; Smad3 FoxH1 inh: 10; PTK2B oligo ant: -0.89; IL1B cytotox: -11; Lung fibro prol: 92

Results for C/C(=N\OCC(=O)N/N=C/c1ccccc1O)c1cccs1 ?
VCAM1 TNFa inh: -3; TNFa cytotox: -13; H69AR inhibit: 61; HUVEC prolif 384: 72; Smad3 FoxH1 inh: 6; PTK2B oligo ant: -0.03; IL1B cytotox: -4; Lung fibro prol: 71

What do the screens show for `CCNC(=O)NC(=O)C(C)Sc1nc2ccccc2n1CC(C)C` (stereo not drawn)?
VCAM1 TNFa inh: -8; TNFa cytotox: 15; cytoskel mod: -14; H69AR inhibit: 92; HUVEC prolif 384: 107; Smad3 FoxH1 inh: 12; PTK2B oligo ant: -0.29; IL1B cytotox: 1; Lung fibro prol: 101

Results for CC1(C)Cc2nc3sc4c(=O)n(CC(=O)NCc5ccccc5)cnc4c3cc2CO1 ?
VCAM1 TNFa inh: -4; TNFa cytotox: 10; cytoskel mod: -18; PTK2B oligo ant: -0.45; IL1B cytotox: 0

How did Cc1cccc(NS(=O)(=O)c2ccccc2)n1 do in these assays?
H69AR inhibit: 99; HUVEC prolif 384: 103; Smad3 FoxH1 inh: 11; PTK2B oligo ant: 1.4; Lung fibro prol: 107

Results for CCOCCCNC(=S)NNC(=O)CCn1nc(C)c(Br)c1C ?
VCAM1 TNFa inh: 13; TNFa cytotox: 3; cytoskel mod: -16; PTK2B oligo ant: 0.53; IL1B cytotox: 11

Results for CC(=O)N1CCN(C(=O)CC2OC(=O)c3ccccc32)CC1 (stereo not drawn) ?
VCAM1 TNFa inh: 19; TNFa cytotox: -7; cytoskel mod: 5; H69AR inhibit: 55; HUVEC prolif 384: 85; Smad3 FoxH1 inh: -1; PTK2B oligo ant: -0.26; IL1B cytotox: 2; Lung fibro prol: 98

What do the screens show for `Cc1ccccc1OCC(=O)N/N=C/c1ccco1`?
VCAM1 TNFa inh: 7; TNFa cytotox: -9; cytoskel mod: -12; H69AR inhibit: 101; HUVEC prolif 384: 114; Smad3 FoxH1 inh: -6; PTK2B oligo ant: 0.71; IL1B cytotox: 12; Lung fibro prol: 117

Results for Cc1csc2nc(CNS(=O)(=O)c3ccc4c(c3)CCCC4)cn12 ?
VCAM1 TNFa inh: 4; TNFa cytotox: 48; cytoskel mod: -9; H69AR inhibit: 85; HUVEC prolif 384: 102; Smad3 FoxH1 inh: -4; IL1B cytotox: 41; Lung fibro prol: 98

What do the screens show for `Cc1ccc(C)n1-c1ncn[nH]1`?
VCAM1 TNFa inh: 12; TNFa cytotox: -4; cytoskel mod: 14; H69AR inhibit: 96; HUVEC prolif 384: 88; Smad3 FoxH1 inh: 9; PTK2B oligo ant: -0.13; IL1B cytotox: -2; Lung fibro prol: 101

Results for Cc1cc(N)n2nc(-c3ccc(C(C)(C)C)cc3)cc2n1 ?
VCAM1 TNFa inh: 10; TNFa cytotox: -15; cytoskel mod: 2; H69AR inhibit: 50; HUVEC prolif 384: 25*; Smad3 FoxH1 inh: 8; PTK2B oligo ant: -0.54; IL1B cytotox: -8; Lung fibro prol: 68

How did CC(=O)c1c(C)c2c(n1CCN(C)C)CCCC2 do in these assays?
VCAM1 TNFa inh: 9; TNFa cytotox: -33; cytoskel mod: 9; H69AR inhibit: 95; HUVEC prolif 384: 98; Smad3 FoxH1 inh: -9; PTK2B oligo ant: 0.91; IL1B cytotox: -45; Lung fibro prol: 101

How did COc1ccc(S(=O)(=O)NCCSCc2ccccc2C)cc1Br do in these assays?
VCAM1 TNFa inh: -17; TNFa cytotox: -10; cytoskel mod: 5; PTK2B oligo ant: -1.6; IL1B cytotox: -64

How did Cc1ccc(C(=O)COC(=O)CNS(=O)(=O)c2ccccc2)cc1[N+](=O)[O-] do in these assays?
VCAM1 TNFa inh: 10; TNFa cytotox: -4; cytoskel mod: -1; PTK2B oligo ant: 0.54; IL1B cytotox: -25

What do the screens show for `CC(C)N1CC(C(=O)O)CC1=O` (stereo not drawn)?
VCAM1 TNFa inh: 16; TNFa cytotox: 2; cytoskel mod: -19; H69AR inhibit: 96; HUVEC prolif 384: 93; Smad3 FoxH1 inh: 4; PTK2B oligo ant: 0.13; IL1B cytotox: -12; Lung fibro prol: 94

Results for CCCc1nc2sc3c(SCC(=O)NCc4ccco4)ncnc3c2c2c1CCC2 ?
H69AR inhibit: 8.6*; HUVEC prolif 384: 58; Smad3 FoxH1 inh: 8; PTK2B oligo ant: -0.22; Lung fibro prol: 95

What do the screens show for `O=C(CSc1nc2ccccc2o1)Nc1nc2c(s1)CCCC2`?
H69AR inhibit: 81; HUVEC prolif 384: 93; Smad3 FoxH1 inh: 7; Lung fibro prol: 96

Results for COc1ccccc1NC(=O)Oc1ccc(C(C)=O)cc1 ?
VCAM1 TNFa inh: -4; TNFa cytotox: -10; cytoskel mod: 36; H69AR inhibit: 101; HUVEC prolif 384: 94; Smad3 FoxH1 inh: -2; PTK2B oligo ant: -0.51; IL1B cytotox: -3; Lung fibro prol: 99

How did Cc1ccc([N+](=O)[O-])cc1/C=N/Nc1nnnn1-c1ccccc1 do in these assays?
VCAM1 TNFa inh: 35; TNFa cytotox: 0; cytoskel mod: -22; PTK2B oligo ant: 1.2; IL1B cytotox: 9

How did CC(=O)Nc1nc(N2C(=O)c3ccccc3C2=O)n(-c2ccccc2)n1 do in these assays?
VCAM1 TNFa inh: 7; TNFa cytotox: -14; cytoskel mod: -38; H69AR inhibit: 89; HUVEC prolif 384: 96; Smad3 FoxH1 inh: 15[fluorescence artefact?]; PTK2B oligo ant: -0.78; IL1B cytotox: 1; Lung fibro prol: 96

Results for COc1ccc2cc(CN(C(=O)Nc3ccccc3OC)C3CCCC3)c(=O)[nH]c2c1 ?
VCAM1 TNFa inh: -31; TNFa cytotox: 25; cytoskel mod: -22; H69AR inhibit: 25*; HUVEC prolif 384: 71; Smad3 FoxH1 inh: -1; PTK2B oligo ant: 0.31; IL1B cytotox: 13; Lung fibro prol: 89

Results for CCCCn1nnc(NC(=O)Cc2ccc(Cl)cc2)n1 ?
VCAM1 TNFa inh: -1; TNFa cytotox: -17; cytoskel mod: -13; H69AR inhibit: 96; HUVEC prolif 384: 92; Smad3 FoxH1 inh: 2; PTK2B oligo ant: -2; IL1B cytotox: -4; Lung fibro prol: 104

Results for Cn1c(CCNC(=O)c2ccccc2F)nnc1SCc1nc2ccccc2c(=O)[nH]1 ?
VCAM1 TNFa inh: 1; TNFa cytotox: 19; cytoskel mod: 12; H69AR inhibit: 88; HUVEC prolif 384: 82; Smad3 FoxH1 inh: 3[fluorescence artefact?]; PTK2B oligo ant: -0.01; IL1B cytotox: -30; Lung fibro prol: 82

Not all compounds are listed; rates above refer to the full screens.
